Screening results (PubChem)
FLuc inh counter: firefly luciferase enzyme inhibitors, primary screen, artefact control for luciferase-based inhibitor screens, biochemical, luminescence, ATPLite | Luciferin 4-monooxygenase (Photinus pyralis), P08659 | 10 min | inhibition, % at 10 µM | 200,000 compounds, 1.5% hits;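 active = inhibition above about 50% when tested at 10 µM, limit read from the data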
Target sequence (P08659 whole entry, looked up): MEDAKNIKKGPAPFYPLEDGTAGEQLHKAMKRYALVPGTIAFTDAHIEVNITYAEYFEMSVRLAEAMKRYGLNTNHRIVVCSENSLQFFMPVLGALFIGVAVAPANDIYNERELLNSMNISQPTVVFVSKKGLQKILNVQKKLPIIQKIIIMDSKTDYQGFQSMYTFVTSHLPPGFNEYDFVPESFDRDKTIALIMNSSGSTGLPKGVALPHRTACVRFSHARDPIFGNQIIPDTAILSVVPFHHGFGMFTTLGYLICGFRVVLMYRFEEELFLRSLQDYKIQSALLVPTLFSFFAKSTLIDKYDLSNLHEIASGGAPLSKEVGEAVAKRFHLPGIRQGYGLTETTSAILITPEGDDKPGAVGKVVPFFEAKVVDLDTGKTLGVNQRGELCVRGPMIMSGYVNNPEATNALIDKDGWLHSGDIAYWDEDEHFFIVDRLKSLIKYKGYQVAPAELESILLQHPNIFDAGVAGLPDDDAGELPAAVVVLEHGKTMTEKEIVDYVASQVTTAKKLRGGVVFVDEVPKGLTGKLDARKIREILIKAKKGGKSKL
FLuc act counter: FLuc activators, initial screening, artefact control for FLuc-dependent activation tests, biochemical, ATPlite luminescence; Luciferin 4-monooxygenase (Photinus pyralis), P08659; ATPlite luciferase biochemical, 10 min; 0 = ATP-free wells, 1 = DMSO control; activation factor at 10 µM; 200,000 tested, under 10 active; AID 1027, 2008;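 active = luciferase activation factor, scaled between plate controls, of at least 2 with compound at 10 µM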
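Assay system: Luciferase/luciferin reagent mix; Medium: PBS as buffer for the ATP substrate; Dosing: test compounds dosed from 2 mM stocks in 100% DMSO; Times: 10 min, room temperature; Signal: luminescence from luciferase reaction; Read-out: luciferase activation; Controls: No-ATP low control, compound-free enzyme-plus-ATP high control.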
APP 5'UTR act: activators of APP 5'UTR luciferase reporter, primary screen, SH-SY5Y cells. 190,000 compounds, 1% hits. AID 1276, 2008. activation, % at 2 µM. SH-SY5Y APP 5'UTR luciferase reporter, luminescence; zero percent = DMSO vehicle wells;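 active = activation above a set limit, based on mean plus 3 SD of controls, cut at about 140% in these data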; also: values of inactives mirror those of a sister screen read the other way
APP 5UTR inh: inhibitors of APP translation via 5'UTR reporter, primary screen, APP 5'UTR luciferase, SH-SY5Y cells | SH-SY5Y APP 5'UTR-luciferase reporter, luminescence | inhibition, % at 2 µM | 190,000 compounds, 0.82% hits | AID 1285, 2008;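 active = inhibition above a set limit, derived from the sample mean plus 3 SD, cut at about 45% in these data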; also: values of inactives mirror those of a sister screen read the other way
DTT redox prof: compounds producing H2O2 with reducing agent – biochemical, NIH compound library profiling, artefact control for MLSCN library redox annotation, primary screen; DTT-dependent redox cycling H2O2, phenol red/HRP absorbance; 100% = 100 µM peroxide control, 0% = buffer; activation, % at 10 µM; 200,000 compounds, 0.03% hits; AID 878, 2007;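 active = activation of at least 50% relative to the plate's high and low controls in the primary single-dose screen; inactive = activation below 50%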;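 also: compound incubated with DTT at 0.8 mM final as the reducing agent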
NF-kB neuron act: activators of NF-kB expression in neurons, primary screen, cell-based, HTS. fold change at 12.5 µM. 190,000 compounds, 1.6% hits. AID 1239, 2008. human neuronal cells, NF-kB reporter expression; active compounds read high; in the data active = fold change above about 3.3
STAT1 activator: STAT1 signaling activators, primary screen, cell-based, HTS, luciferase reporter; NIH 3T3 STAT1-luciferase reporter, IFN-gamma, luminescence; 100% = IFN-gamma alone, no compound; activation (% of control), % at 5.5 µM; 200,000 compounds, 2.6% hits; AID 932, 2007;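 active = activation above the screen-wide mean activation plus 3 SD, cut at about 130% in these data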;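 also: raw ratio to IFN-gamma control signal so 100% means no change and 0% no light; values of inactives mirror those of a sister screen read the other way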
G6PDH counter: L. mesenteroides G6PDH inhibitors, counter-screen for G6PDH-coupled screening assays, biochemical, Leuconostoc mesenteroides enzyme | Purified L. mesenteroides G6PDH, diaphorase/resazurin coupled fluorescence, 45 min | inhibition, % at 5 µM | 200,000 compounds, 0.12% hits; in the data active = inhibition above about 50%
Efa HMGR inh: inhibitors of E. faecalis class II HMGR, primary screen, biochemical, Enterococcus faecalis | 190,000 compounds, 0.41% hits | purified E. faecalis HMGR, NADPH absorbance 340 nm kinetic | inhibition, % at 10 µM | HMG-CoA reductase (Enterococcus faecalis, mvaE);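 active = inhibition above a set limit, the median over all tested compounds plus 3 SD, cut at about 9.5% in these data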;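 also: enzyme runs in reverse so mevalonate oxidation gives rising NADPH absorbance; 0% = complete reaction with DMSO and 100% = background rate lacking mevalonate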
Hsp70 activator: Hsp70 transcriptional activators, primary screen, cell-based, HeLa, Hsp70 promoter luciferase, luminescence, 10 µM; 200,000 compounds, 0.04% hits; activation, % at 10 µM; HeLa Hsp70 promoter luciferase reporter; scaled: vehicle 0, proteasome-inhibitor control 100%; AID 1203, 2008;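 active = activation above the mean across all tested compounds plus 3 SD, cutoff set per campaign, cut at about 5.5% in these data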;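 also: 100% = MG132 at 30 µM as the positive control and 0% = DMSO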
* hit, by the source's call; . = not tested or not shown.

SMILES,FLuc inh counter,FLuc act counter,APP 5'UTR act,APP 5UTR inh,DTT redox prof,NF-kB neuron act,STAT1 activator,G6PDH counter,Efa HMGR inh,Hsp70 activator
CC(C)SC1=NC(C)(C)C=C(/C=C/c2c(Cl)cccc2Cl)N1,-3,1,4,-4,0.7,0.94,101,2,1,0.0
COc1ccc(/C=N/Nc2nonc2N)c(OC)c1,9,0.9,26,-26,0.1,1.3,113,-3,-7,-0.2
Nc1nnc(-c2cn(-c3ccccc3)nc2-c2ccccc2)o1,-7,1.1,12,-12,0.6,0.93,92,-14,-7,-0.3
CC(C)CCNC(=O)C1CCN(c2nnc(-n3cccc3)s2)CC1,-2,1,10,-10,-0.9,1.2,102,-18,-3,-0.3
COc1cc(C2CC(=O)Oc3c2c(=O)n(C)c2ccccc32)ccc1O (configuration not stated),-3,1,10,-10,-0.2,1.1,96,2,-9,-0.4
C1=C(CCNc2ncnc3c2[nH]c2ccccc23)CCCC1,-3,1,25,-25,0.3,0.66,74,-11,4,-0.2
CCOC(=O)N1CCN(C(=O)COc2cccc3c2CCN(CC)C3=O)CC1,-6,1.1,11,-11,0.0,1.1,96,7,-3,0.7
C=CCNC(=O)CCCc1ccccc1,-6,1.1,-1,1,-2.6,1.1,100,4,1,0.1
COCCNC(=O)CCc1c(C)nc2nc(-c3cc(OC)cc(OC)c3)nn2c1C,-4,1,22,-22,-0.2,0.97,96,9,1,0.0
Cc1ccc(OCCNc2cc(N3CCN(CCO)CC3)ccc2[N+](=O)[O-])cc1C,2,1,5,-5,0.2,0.54,102,12,-2,-0.1
CCn1nccc1C(=O)Nc1nccs1,-1,1,-1,1,-3.2,1.1,107,13,-6,-0.4
CCOC(=O)C1=NOC(CNC(=O)c2ccccc2Cl)C1 (configuration not stated),-4,1,16,-16,-1.2,1.1,99,4,-2,-0.4
CCc1ccccc1N1C(=O)c2ccccc2S1(=O)=O,-7,1.1,2,-2,-0.1,1.1,106,-1,-2,0.0
O=C1Nc2ccccc2C12Nc1ccccc1-c1nc3ccccc3n12 (configuration not stated),-1,1,-8,8,0.8,1.4,104,0,0,-0.4
COc1cc(Cl)c(S(=O)(=O)NCCN2CCOCC2)cc1Cl,0,1,0,0,0.0,1.2,96,6,-4,-0.3
O=C(CCN1C(=O)S/C(=C\c2ccccc2)C1=O)N1CCOCC1,.,.,11,-11,1.7,.,100,.,.,0.8
Cc1ccc(/C=N/NC(=O)C2CCN(Cc3ccc(F)cc3Cl)CC2)o1,-5,1,6,-6,-5.2,1.2,98,3,5,-0.1
COc1cccc(-c2nnc3sc(-c4ccccn4)nn23)c1,-9,1.1,15,-15,0.1,0.55,112,11,1,-0.3
Cc1cc(C(=O)NC2CCCCC2)c(C)n1-c1ccc(F)cc1,51*,0.5,126,-126,-0.6,1.1,127,14,-3,-0.1
CC12CCC(C(=O)Nc3ccc4c(c3)OCCO4)(OC1=O)C2(C)C (configuration not stated),-6,1.1,8,-8,-0.2,0.63,98,-2,0,-0.4
COc1cc(/C=C\C(=O)NCc2ccc3[nH]c(C)cc3c2)cc(OC)c1OC,-7,1.1,-3,3,0.6,1,98,10,-4,-0.2
CNc1ccccc(C(=O)/C=C/c2ccccc2OC)c1=O,8,0.9,11,-11,-0.2,1.5,94,23,0,0.0
Cc1cc(Oc2ccccc2F)nc(NCc2ccccc2)n1,-6,1.1,-3,3,2.2,1,85,-6,-2,0.1
COc1cc(C)nc(N2CCCC(C(=O)Nc3ccccc3Br)C2)n1 (configuration not stated),-8,1.1,0,0,-0.2,1.3,92,11,-1,-0.1
CCC(CC)c1nnc(NC(=O)CN2C(=O)c3ccccc3C2=O)s1,-1,1,4,-4,-0.6,1.2,96,4,1,-0.1
CCCn1c(CN2CCCCC2CC)nc2c1c(=O)n(C)c(=O)n2C (configuration not stated),-6,1.1,-8,8,-0.1,1.3,96,-26,2,-0.3
CC(=O)NS(=O)(=O)c1ccc(NC(=O)c2ccccn2)cc1,1,1,-9,9,-1.1,1.2,99,2,-1,-0.1
CCCCOC(=O)CSc1nnc(-c2cc(OC)c(OC)c(OC)c2)o1,-7,1.1,-24,24,1.2,1,103,2,-5,0.0
CCCNC(=O)Cc1ccsc1,-1,1,5,-5,2.0,1,100,6,-1,0.3
Cc1nc(N)c(C#N)c(-c2cccnc2)c1C,-5,1.1,7,-7,1.1,0.9,104,-13,-5,0.1
COc1ccccc1NC(=O)N1CCN(c2ccc(F)cc2)CC1,-1,1,9,-9,1.4,1.5,99,4,0,0.1
CCOc1ccc2[nH]c(=O)c(CN(CC3COCCO3)C(=O)c3ccc(C)cc3)cc2c1 (configuration not stated),-10,1.1,7,-7,0.0,0.84,107,19,-1,-0.1
COc1ccc(CCNC(=O)CSc2nc3c(c(=O)n(C)c(=O)n3C)n2C)cc1OC,-5,1,-1,1,0.3,0.94,97,-1,-5,-0.3
CN1C(=S)N(c2ccccc2)C(=O)/C1=C/c1cccs1,-6,1.1,-2,2,-0.1,1.3,105,4,2,-0.3
O=S(=O)(Nc1ccc(Br)cn1)c1cccs1,-3,1,-23,22,-2.9,1.3,101,4,-3,0.2
O=C(Cn1c(C(=O)NCc2ccco2)cc2sccc21)c1ccccc1,-6,1.1,0,0,0.8,0.95,95,-2,1,-0.3
CCO[C@H]1OC(C(=O)N2CCN(C)CC2)=C[C@@H](C2CC2)[C@@H]1CCCO,-2,1,-2,2,-1.2,1.4,106,14,2,-0.4
Cc1ccc2nc(-c3ccccc3)c(CN3CCSCC3)n2c1,0,1,-1,1,-0.9,1.1,94,10,-4,-0.1
CCOC(=O)CCCNC(=O)CCCNC(=O)C(c1ccccc1)c1ccccc1,-9,1.1,-9,10,2.4,1.1,98,17,.,-0.2
COc1ccc(CCNC(=O)C2CCN(S(=O)(=O)c3cccc4nsnc34)CC2)cc1OC,-8,1.1,-3,3,0.4,1.2,96,2,-2,0.2
CC(=O)Nc1cccc(NC(=O)CSc2nnnn2C)c1,-1,1,19,-19,0.3,1.1,92,-1,1,0.0
CCOC(=O)c1csc(NC(=O)C(C)(C)C)n1,0,1,-10,10,-0.6,1.3,104,-4,2,-0.2
O=C(NC(=S)Nc1ccccc1)c1cc([N+](=O)[O-])ccc1N1CCOCC1,-6,1.1,-6,6,0.2,0.95,104,4,0,-0.1
CCNC(=O)CN(c1ccc(CC)cc1)S(C)(=O)=O,-9,1.1,-6,6,0.2,1,100,10,-11,-0.2
CC(C)NC(=S)N(C)C1(c2ccccc2Cl)CCCCC1=O (configuration not stated),-9,1.1,-2,2,-0.1,1.1,100,2,2,-0.3

Entries of single compounds as entered above. Screens in order: FLuc inh counter | FLuc act counter | APP 5'UTR act | APP 5UTR inh | DTT redox prof | NF-kB neuron act | STAT1 activator | G6PDH counter | Efa HMGR inh | Hsp70 activator
`Cc1ccc(OCCNc2cc(N3CCN(CCO)CC3)ccc2[N+](=O)[O-])cc1C` is entered as 2 | 1 | 5 | -5 | 0.2 | 0.54 | 102 | 12 | -2 | -0.1
`CC(C)SC1=NC(C)(C)C=C(/C=C/c2c(Cl)cccc2Cl)N1` is entered as -3 | 1 | 4 | -4 | 0.7 | 0.94 | 101 | 2 | 1 | 0.0
`Nc1nnc(-c2cn(-c3ccccc3)nc2-c2ccccc2)o1` is entered as -7 | 1.1 | 12 | -12 | 0.6 | 0.93 | 92 | -14 | -7 | -0.3

(next part)
SMILES,FLuc inh counter,FLuc act counter,APP 5'UTR act,APP 5UTR inh,DTT redox prof,NF-kB neuron act,STAT1 activator,G6PDH counter,Efa HMGR inh,Hsp70 activator
Cc1cccc(N2CCN(C(=O)c3ccc(NC(=O)C4CCCO4)cc3)CC2C)c1 (configuration not stated),-5,1.1,-5,6,-0.5,0.81,105,0,-5,-0.3
Cc1cccc(NC(=O)Nc2nnc(N3CCCCC3C)s2)c1C (configuration not stated),-4,1,-5,5,-0.4,1.3,102,17,0,-0.1
CCOc1nc(OCC)nc(-n2cc(-c3ccccc3)nn2)n1,-5,1,1,-1,-0.1,1.1,88,11,1,0.2
O=C(O)Cn1nc(-c2ccccc2)c2ccccc2c1=O,-5,1,26,-26,1.1,0.92,95,-15,-6,0.5
O=[N+]([O-])c1cccc(-c2ncc3ccccn23)c1,-1,1,-1,0,-0.5,1.3,105,0,-6,-0.1
Cc1ccccc1-n1c(C)nnc1SCC(=O)N1CCc2ccccc2C1,0,1,0,0,0.1,1,95,7,-7,-0.2
CCCc1nnc(NC(=O)CCCN2C(=O)c3ccccc3C2=O)s1,-5,1,-7,7,-0.8,1.2,101,-1,-2,-0.1
CCN(CC)C(=O)c1cccc(-c2ccc(OC)cc2)c1,2,1,18,-18,-0.3,1.1,111,9,2,0.5
O=C(c1ccc(=O)n(Cc2ccc(Cl)c(Cl)c2)c1)N1CCOCC1,-2,1,7,-7,1.3,1,100,15,0,-0.3
CC1CN(C(=O)Nc2ccc3snnc3c2)c2ccccc21 (configuration not stated),-3,1,-19,19,-0.8,1,94,-26,-5,-0.2
COc1cc(C(=O)NC(=S)Nc2ccc(NC(=O)c3ccco3)cc2)cc(OC)c1OC,-4,1,-8,8,-1.0,0.63,86,-2,-1,-0.4
CCOC(=O)C1CCCCN1Cc1cccc(OC)c1OC (configuration not stated),-7,1.1,-17,17,0.1,1,89,0,-4,-0.2
Cc1ccc(NC(=O)Cc2cn3ccsc3n2)nc1,-8,1.1,-17,17,-3.1,1.1,99,4,2,0.3
O=C(Nc1ccc2c(c1)OCO2)NC1CCN(Cc2ccccc2)CC1,-3,1,25,-25,2.7,1.5,107,-12,-5,-0.2
COc1cc(S(=O)(=O)N(C)C)ccc1F,0,1,-5,5,0.8,1.1,108,0,-4,0.3
Cc1ccsc1C=Nc1c(C)n(C)n(-c2ccccc2)c1=O,-2,1,-1,1,1.8,1.4,95,2,-1,-0.2
CN1CCN(C(=O)/C(C#N)=C/c2ccc(F)cc2)CC1,-2,1,16,-16,-0.2,0.91,102,1,-3,0.2
CC1(C)CC(=O)c2cn3ncnc3nc2C1,-6,1.1,13,-13,1.0,0.96,105,4,-2,-0.2
CC(=O)c1ccc(Cc2ccccc2)cc1,-3,1,-16,16,-0.8,1.2,108,4,1,-0.2
Cc1c(-c2ccccc2)sc2nc[nH]c(=S)c12,0,1,11,-11,-0.2,1,101,-5,-3,-0.2
Cc1ccc(N=Cc2cc(Br)cc(Cl)c2O)cc1,0,1,-9,9,-9.7,1.5,104,1,-5,0.1
O=C(COc1cccc([N+](=O)[O-])c1)N/N=C/c1ccco1,-6,1.1,17,-17,-1.7,1.1,101,2,9.6*,-0.3
